IL-1B inflam inh – qHTS for Inhibitors of Inflammasome Signaling: IL-1-beta AlphaLISA Primary Screen | 360,000 tested, 4.7% active | activity change, % at 57.5 µM | THP-1 LPS/ATP IL-1B secretion, AlphaLISA, 16 h; hits give low values | AID 743279, 2014; in the data active means activity change below about -50%; inconclusive means mostly about -30% to -49%; further: on the % scale 0 is the no-effect control and ±100 the full control effect
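Secreted IL-1B measured by AlphaLISA bead assay after 16 h compound exposure of THP-1 cells; compounds (final up to 57.5 uM) added 1 h before LPS (250 ng/mL) and ATP (1.25 mM) stimulation; lower signal means less secretion.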
Nrf2 activator – qHTS of Nrf2 Activators | AREc32 ARE-luciferase reporter (MCF7-derived line), luminescence, 24 h | Potency, µM (titrated, usually from 46.1 µM), for inactives: top-dose activation, usual class: activators | 410,000 tested, 0.31% active | AID 624171, 2012; further: potency means the concentration at half of the fitted maximal effect; % of control where 0% means no effect; nearly all actives have a fitted effect of over 65% in size
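For detection, Steady-Glo was added and plates sat 30 min at RT; before that, AREc32_Fluc cells grown overnight in OPTI-MEM/5% FBS had been treated with 23 nL compound for 24 hr at 37 deg C.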
ATXN viability – Viability Counterscreen for Primary qHTS for Inhibitors of ATXN expression | 400,000 tested, 0.49% active | Potency, µM (highest dose often 56.7 µM), usual class: cytotoxic | S2 cells (HEK-293 line with an ATXN2-luciferase reporter) viability, CellTiter-Fluor protease fluorescence, 24 h; further: potency means the concentration at half of the fitted maximal effect; nearly all actives have a fitted effect of over 40% in size
TGFb inhibitor – qHTS for Inhibitors of TGF-b | HepG2 CAGA-GFP TGF-b/SMAD3 reporter, GFP fluorescence, 18 h; TGF-beta stimulated, 500 pg/mL final | Potency, µM (titrated, usually from 46.1 µM), for the others: at the highest dose activity, negative = inhibition, hits mostly inhibitors | 410,000 tested, 1.2% active; further: potency means the concentration at half of the fitted maximal effect; on the % scale 0 is the no-effect control and ±100 the full control effect; nearly all actives have a fitted effect of over 65% in size
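First, reporter cells (HEPG2 CAGA-GFP) rested 2 h at 37 degrees C. Next, compounds were pinned in and TGF-beta added to 500 pg/mL final. After 18 h, GFP was imaged per cell and summed per well.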
Nrf2 block – Nrf2 qHTS screen for inhibitors; A549 ARE-Fluc reporter, luciferase luminescence, 18-24 h; Potency, µM (top dose mostly 46 µM), inactives show at the highest dose activity change, negative = inhibition, hits mostly inhibitors; 360,000 tested, 2.1% active; AID 504444, 2011; further: potency means the concentration at half of the fitted maximal effect; on the % scale 0 is the no-effect control and ±100 the full control effect; nearly all actives have a fitted effect of over 60% in size
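Quantitative HTS in A549 cells stably bearing an antioxidant response element-firefly luciferase construct. Inhibition of Nrf2-driven transcription was scored by luminescence after 18-24 h of compound exposure at 37 °C.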
MCF10A rereplic – A quantitative high throughput screen for small molecules that induce DNA re-replication in MCF 10a normal breast cells. MCF 10A DNA re-replication, Hoechst nuclear intensity, 48 h. Potency, µM (series often up to 46.1 µM), for the others: top-dose activity, positive = re-replication, actives largely listed as activators. 350,000 tested, 2.9% active. AID 624296, 2012; further: potency means the concentration at half of the fitted maximal effect; % of control where 0% means no effect; nearly all actives have a fitted effect of over 50% in size
HepG2 tox – qHTS for Inhibitors of TGF-b: Cytotox Counterscreen | HepG2 CAGA-GFP viability, ATP luminescence, 18 h | Potency, µM (doses to about 46.1 µM), for inactives: at the top dose activity change, negative = cytotoxicity, hits mostly cytotoxic | 410,000 tested, 0.76% active | AID 588856, 2011; further: potency means the concentration at half of the fitted maximal effect; some results filed as inactive show a strong effect at the top dose
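HepG2 CAGA-GFP cells (1000/well, DMEM with 1% FBS) received compound, then TGF-beta at 500 pg/mL final, and were incubated 18 hours at 37 degrees C. Viability was read by CellTiter-Glo luminescence. Media-only wells were set as complete cell-killing and DMSO as no toxicity.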
A549 tox – Nrf2 qHTS screen for inhibitors: counterscreen for cytotoxicity; AID 504648, 2011; Potency, µM (highest dose often 46 µM), for inactives: at the top dose activity change, negative = cytotoxicity, most hits filed as inhibitors; A549 ARE-Fluc cells, CellTiter-Fluor viability, 18-24 h; 390,000 tested, 0.16% active; further: potency means the concentration at half of the fitted maximal effect; on the % scale 0 is the no-effect control and ±100 the full control effect
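Cytotoxicity counterscreen: CellTiter-Fluor fluorescence was measured in A549 ARE_Fluc cells after 18-24 h of compound exposure in a concentration series. The subsequent BugLite luminescent read reports ARE-luciferase activity.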
ATXN2 expr inh – Primary qHTS for Inhibitors of ATXN expression; HEK-293 ATXN2-luciferase reporter, luminescence, 24 h; Potency, µM (titrated, usually from 57 µM), without a hit: at the highest dose activity change, negative = inhibition, hits mostly inhibitors; 360,000 tested, 0.72% active; further: potency means the concentration at half of the fitted maximal effect; on the % scale 0 is the no-effect control and ±100 the full control effect; nearly all actives have a fitted effect of over 55% in size
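ATXN2-luciferase reporter cells (luciferase flanked by upstream and downstream ATXN2 gene portions) were treated 24 h at 37 °C with compounds at up to 57 uM. SteadyGlo luminescence gave expression; GF-AFC fluorescence gave viability.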
* = called active by the depositor; i = inactive; ? = inconclusive; . = no result given; & = joins results of further samples; [ ] = dose if it differs, or a comment. Unless noted, the call rests on the fitted dose curve; in most records, active means well fitted curve in the direction sought with a large enough effect; inconclusive means small, poorly fitted or top-dose-only effect, or another doubt; inactive means no such curve, though single readings can be large; an effect the other way counts as inactive or inconclusive.

Sequence of screens – MCF10A rereplic	Nrf2 block	Nrf2 activator	TGFb inhibitor	A549 tox	ATXN viability	HepG2 tox	IL-1B inflam inh	ATXN2 expr inh
CC(C)N(CCc1ccncc1)C(=O)Nc1ccc(Cl)c(Cl)c1
  6%	-6%	7.8%	-16%	2%	?	-12%	-26	-30%
Cc1ccc(C(C(=O)NC2CCCCC2)N(Cc2ccccc2)C(=O)Cc2c[nH]c3ccccc23)o1 (stereo not given)
  11%	?	-0.4%	?	?	?	-9%	?	?
CCN(CC(=O)Nc1ccc(OC)c(OC)c1)CC(=O)Nc1ccccc1C(F)(F)F
  8%	-11%	0.9%	-11%	-2%	i	-12%	-11	-25%
COc1ccc(OC)c(NC(=O)c2ccc3c(c2)OCO3)c1
  -2%	13%	5.5%	-6%	2%	i	-30%	0	2%
COc1ccc([C@H]2CC(=O)C=C(c3ccc(Cl)c(F)c3)C2)cc1
  -31%[inhibitor]	?	0.0%	?	12%	i	-1%	-15	3%
Cc1ccccc1C(=O)Nc1ccc(Br)c(C)n1
  3%	?	5.1%	0%	-1%	i	-13%	-3	80%[activator]
C=C[C@@H]1c2c(F)cccc2N(S(=O)(=O)c2ccc(C)cc2)[C@H](c2ccc(OC(C)=O)cc2)C1(C#N)C#N
  ?	?	-1.6%	?	-26%	32µM*	-90%	-7	?
Cc1cc2c(N=O)c(NO)ccc2[nH]1
  ?	?	?	?	-5%	?	-25%	-2	?
CCOC(=O)/C(C#N)=C/Nc1ccccc1NS(=O)(=O)c1cccc(C(C)=O)c1
  0%	12%	0.0%	2%	1%	i	1%	0	3%
CCCCCOC(=O)C1C(c2ccccc2)C(C(=O)O)C1c1ccccc1 (stereo not given)
  -6%	-21%	-0.5%	-2%	-7%	i	3%	17	9%
CCCc1nnc(SCC(=O)N2CCCC(C)C2)n1CCOC (stereo not given)
  5%	-24%	-0.8%	11%	1%	i	7%	8	-7%
COCC(C)NC(=O)CCS(=O)(=O)c1nc(-c2ccc(OC)cc2)cc(C(F)(F)F)n1 (stereo not given)
  3.7µM*	-11%	16µM*	11µM*	-2%	?	-110%	-102*	?
O=C(COc1ccc(Br)cc1)Nc1ccc(N2CCOCC2)cc1N1CCOCC1
  -1%	5%	-0.3%	-2%	1%	i	-33%	-9	-3%
Cc1ccc(SCC(=O)Nc2ccc(S(=O)(=O)Nc3nccs3)cc2)cc1
  ?	-11%	-0.2%	10%	-5%	i	9%	-11	0%
CCN1CC(CN(C)Cc2nc(COc3ccccc3)no2)CC1=O (stereo not given)
  2%	-8%	0.0%	57%[activator]	-5%	?	3%	10	-2%
COc1cc(-c2nnc(SCCOc3ccc(C)c(Cl)c3)o2)cc(OC)c1OC
  .	0%	3.6%	-5%	1%	i	-30%	.	-10%
Cc1ccc(CNC(=O)c2cn(C)c3ccc(S(=O)(=O)N(C)C4CCCCC4)cc3c2=O)cc1
  .	?	0.5%	3%	-6%	i	6%	.	5%
Cc1noc(C)c1S(=O)(=O)Nc1ccc2c(c1)C(=O)N([C@H](C)CO)C[C@H](C)[C@@H](CN(C)S(=O)(=O)c1ccc(F)cc1)O2
  4%	5%	-0.3%	-2%	-4%	i	0%	-4	0%
COC(=O)COc1cccc2c(=O)n(CC(=O)NCc3ccc(F)cc3)ccc12
  10µM*	3%	-1.9%	-24%	-11%	?	-58%	-13	-21%
Cc1ccc(S(=O)(=O)N2CCN(Cc3ccccc3)CC2)cc1
  ?	?	-0.3%	-21%	6%	i	-16%	5	1%
NC(=O)c1cccc(S(=O)(=O)N2CCCCC2)c1
  -12%	.	-0.1%	2%	2%	i	10%	20	-4%
Cc1ccccc1-c1noc(CSc2nnc(Cc3ccccc3)n2-c2ccc(F)cc2)n1
  .	?	-0.8%	?	-19%	?	-39%	.	-26%
Cc1nn(C(C)C(=O)N2CCc3ccccc3C2)c(=O)c2cc3occc3n12 (stereo not given)
  -9%	4%	-0.6%	-15%	-12%	i	-21%	-7	-9%
COc1ccccc1NC(=O)c1cccnc1
  -10%	6%	0.7%	-1%	-2%	i	1%	20	0%
CN(C)S(=O)(=O)Oc1ccsc1C(=O)Nc1ccc(C(F)(F)F)cc1
  -6%	-12%	?	-9%	4%	i	-6%	-1	12%[11.3 µM]
CC(C)CCNC(=O)c1onc(CSc2ccc(F)c(F)c2)c1C(=O)NCCC(C)C
  15%	5%	0.6%	0%	9%	i	-18%	-20	9%
Cc1ccc([N+](=O)[O-])cc1S(=O)(=O)Nc1ccc(OCC(=O)N2CCOCC2)cc1
  ?	-8%	-1.3%	7%	10%	i	-2%	-2	-1%
COc1cc(/C=C/c2nc(C#N)c(NCCc3ccccc3)o2)cc(OC)c1OC
  .	?	5.1%	-3%	-3%	.	-2%	.	.
CC(C)CCNC(=O)CN(C(=O)CCC(=O)Nc1ccccn1)c1ccc2c(c1)OCO2
  -3%	43%	-0.4%	-20%	6%	i	-1%	14	-11%
CC1CCCN(C(=O)C2CCN(S(=O)(=O)c3ccccc3)CC2)C1 (stereo not given)
  -6%	-27%	0.1%	-4%	-4%	i	1%	7	5%

Whole records as entered above.
Cc1noc(C)c1S(=O)(=O)Nc1ccc2c(c1)C(=O)N([C@H](C)CO)C[C@H](C)[C@@H](CN(C)S(=O)(=O)c1ccc(F)cc1)O2 is listed with MCF10A rereplic = 4%; Nrf2 block = 5%; Nrf2 activator = -0.3%; TGFb inhibitor = -2%; A549 tox = -4%; ATXN viability = i; HepG2 tox = 0%; IL-1B inflam inh = -4; ATXN2 expr inh = 0%
COc1cc(/C=C/c2nc(C#N)c(NCCc3ccccc3)o2)cc(OC)c1OC is listed with MCF10A rereplic = .; Nrf2 block = ?; Nrf2 activator = 5.1%; TGFb inhibitor = -3%; A549 tox = -3%; ATXN viability = .; HepG2 tox = -2%; IL-1B inflam inh = .; ATXN2 expr inh = .

Further structures:
Sequence of screens – MCF10A rereplic	Nrf2 block	Nrf2 activator	TGFb inhibitor	A549 tox	ATXN viability	HepG2 tox	IL-1B inflam inh	ATXN2 expr inh
Cc1c(C(=O)OCCOc2ccc(Br)cc2)sc(=S)n1C
  1%	-6%	0.3%	?	-6%	i	-6%	-17	.
CNC(=O)CSc1nnc(NC(=O)Nc2ccccc2)s1
  .	.	4.4%	-5%	6%	.	4%	.	.
COc1ccc2c(c1)OC[C@H]1[C@@H]2N2C(=O)[C@@H](C)NC(=O)[C@@]2(C)[C@H]1c1ccccc1
  -9%	-3%	0.2%	-23%	0%	i	-4%	17	7%
O=C(NCCN1CCOCC1)c1cn(-c2ccccc2)nc1-c1cccs1
  -1%	11%	-0.1%	?	-1%	i	6%	11	4%
CN(C)CCOc1ccc2c(c1)Sc1ccccc1CC2=O
  4%	1%	-0.6%	0%	1%	i	14%	0	-6%
Cc1[nH]c2ccccc2c1C(=O)CN1CCCC(C)C1 (stereo not given)
  1%	?	0.1%	?	-13%	i	-6%	?	-17%
NC(N)=NC1=NC(=O)/C(=C/c2ccccc2-n2cccn2)S1
  -10%	-4%	5.1%	-11%	2%	i	-21%	1	-17%
COc1cccc(NC(=O)OCCN2CCN(Cc3ccccc3)CCC2=O)c1
  4%	2%	-0.3%	?	-12%	i	-7%	20	9%
CCCc1cc(=O)[nH]c(SCC(=O)c2c(N)n(CC(C)C)c(=O)n(C)c2=O)n1
  5%	6%	0.2%	?	10%	i	-66%	28	-1%
Cc1ccc(OCC(=O)N2CCc3ccccc3C2)cc1C
  .	.	3.5%	0%	.	i	-1%	-21	.
Cc1ccc(NC(=O)Cn2nnc(C(=O)NCc3cccs3)c2N)cc1
  430%[0.0737 µM]	5%	-0.3%	2%	-2%	i	4%	35	-1%
Cc1ccc2cc(C)c(N3CCN(c4ccc(F)cc4)CC3)nc2c1
  4%	1%	-1.4%	14%	-4%	i	4%	10	-2%
C=CCNC(=O)Nc1ccc(Cl)cn1
  -13%	17%	-0.2%	20%	1%	i	10%	26	6%
O=C(COc1cccc2c1CCN(Cc1ccc(Cl)cc1)C2=O)N1CCOCC1
  5%	?	0.5%	-18%	-5%	i	-26%	?	-20%
Cc1ccc(CN2C(=O)c3ccccc3Sc3ccc(C(=O)OCc4ccco4)cc32)cc1
  .	.	-1.5%	0%	12%	i	-6%	.	6%
O=C(COC(=O)Cc1ccc(S(=O)(=O)N2CCCCC2)s1)Nc1ccc2c(c1)OCO2
  -3%	?	-1.0%	1%&0%	1%&2%	?	-3%&-17%	5	2%
CCc1ccc(CNCc2cccnc2)cc1
  2%	12%	-0.7%	-4%	8%	i	-7%	21	7%
CCc1ccc2[nH]c(=O)c(CN(Cc3ccco3)C(=S)NCC3CCCO3)cc2c1 (stereo not given)
  -7%	?	9.5%	?	-7%	i	-10%	-115*	-25%
O=C1Nc2ncccc2OC1CCO (stereo not given)
  2%	2%	-0.4%	0%	1%	i	-43%	5	2%
CCOc1ccccc1N(C(=O)Cn1nnnc1-c1ccc(C)o1)C(CC)C(=O)NC(C)(C)C (stereo not given)
  13%	-17%	2.0%	7%	-8%	i	-5%	-21	-7%
CS(=O)(=O)Nc1ccc(C(=O)CSc2nnc(C3CC3)n2C2CC2)cc1
  -1%	14%	-0.5%	?	2%	i	7%	-5	6%
O=C(O)c1cc(NC(=O)c2ccc3c(c2)C(=O)N(Cc2cccnc2)C3=O)cc(C(=O)O)c1
  2%	4%	0.2%	15%	-4%	?	0%	-5	-4%
COc1ccc(CNC(=O)CN(C(=O)c2csnn2)c2cccc(C(C)=O)c2)cc1
  -34%[inhibitor]	5%	-0.2%	21%	8%	i	0%	-3	10%
CCOc1ccc(OCC)c(NS(=O)(=O)c2c(C(=O)N3CCCCCC3)c(C)n(C)c2C)c1
  .	-17%	-0.1%	28%	-11%	i	8%	.	1%

Assay outcomes deposited in PubChem by National Center for Advancing Translational Sciences (NCATS).
